Screening data: PubChem BioAssay, NCI
NCI-60 one-dose screen, 48 h, at 10 µM unless noted. Numbers give growth in % (100 = growth as untreated, 0 = no growth, -100 = all killed).
SK-MEL-28: SK-MEL-28 melanoma; 81,000 compounds, 4.1% hits; AID 1794761
UACC-257: UACC-257 melanoma; 78,000 compounds, 4.4% hits
LOX IMVI: LOX IMVI melanoma; 79,000 compounds, 7.4% hits
SK-MEL-5: SK-MEL-5 melanoma. 80,000 compounds, 6.4% hits
SK-MEL-2: SK-MEL-2 melanoma; 77,000 compounds, 4.7% hits; AID 1794763
MALME-3M: MALME-3M melanoma. 78,000 compounds, 5.8% hits. AID 1794766
MDA-MB-435: MDA-MB-435 melanoma; 82,000 compounds, 7.8% hits
UACC-62: UACC-62 melanoma; 81,000 compounds, 5.4% hits; AID 1794756
* = called active by the depositor; . = not tested or not shown; [ ] = another dose, or the depositor's remark. How the source made its calls: active means growth percent below 10; inactive means the rest. Rows are unselected. About 12% of those tested had a hit in this group.

Sample of the layout (3 entries):
compound	MALME-3M	UACC-62	LOX IMVI	SK-MEL-2	UACC-257	MDA-MB-435	SK-MEL-28	SK-MEL-5
Nc1ccc(C(OC(=O)c2cc3ccccc3c(Cc3c(O)c(C(=O)OC(c4ccc(N)cc4)(c4ccc(N)cc4)c4ccc(N)cc4)cc4ccccc34)c2O)(c2ccc(N)cc2)c2ccc(N)cc2)cc1	5.8*	11	24	-17*	6.2*	6.9*	34	-47*
O=[N+]([O-])c1ccc(/C=N\Nc2ccccc2)cc1	.	3.9*	.	49	97	69	97	98
Cc1ccc(C2C(C(=O)c3ccco3)=C(O)C(=O)N2CCCN2CCOCC2)o1 (configuration not stated)	112	95	106	115	103	104	124	105

The list itself, from the start:
compound	MALME-3M	UACC-62	LOX IMVI	SK-MEL-2	UACC-257	MDA-MB-435	SK-MEL-28	SK-MEL-5
Nc1ccc(C(OC(=O)c2cc3ccccc3c(Cc3c(O)c(C(=O)OC(c4ccc(N)cc4)(c4ccc(N)cc4)c4ccc(N)cc4)cc4ccccc34)c2O)(c2ccc(N)cc2)c2ccc(N)cc2)cc1	5.8*	11	24	-17*	6.2*	6.9*	34	-47*
O=[N+]([O-])c1ccc(/C=N\Nc2ccccc2)cc1	.	3.9*	.	49	97	69	97	98
Cc1ccc(C2C(C(=O)c3ccco3)=C(O)C(=O)N2CCCN2CCOCC2)o1 (configuration not stated)	112	95	106	115	103	104	124	105
COc1ccc(N=Nc2c(N)nn3c(-c4ccc(OC)cc4)ccnc23)cc1	91	94	87	108	108	94	91	81
c1cc2ccc3cc2cc1CNCCOCCNCc1ccc2ccc(cc2c1)CNCCOCCNC3	-65*	-53*	-25*	-64*	25	-90*	-8.7*	1.5*
CC(=O)OCCC#N	100	122	107	.	96	116	105	102
CN1C(=O)N(C)C2(c3ccccc3)N(CC(=O)NCCc3c[nH]c4ccccc34)C(=O)NC12c1ccccc1 (configuration not stated)	94	87	98	107	118	101	109	99
O=C(Nc1cccc(NC(=O)c2cc(S(=O)(=O)Nc3cccc(Cl)c3)c(O)c(O)c2O)c1)c1cc(S(=O)(=O)Nc2cccc(Cl)c2)c(O)c(O)c1O	106	103	96	97	94	100	100	106
CN1CCN(c2cnc(C(=O)Nc3cc(F)cc4cccnc34)cn2)CC1	42	95	60	95	45	75	68	89
COC(=O)/C=C/c1ccc(OC)cc1	94	.	95	107	.	103	110	110
O=c1[nH]c2ccccc2n2cc3ncccc3c12	156	88	104	121	115	106	127	103
OC1C2COC(O2)C2OC(c3ccccc3)OC12 (configuration not stated)	109	95	108	97	104	.	118	105
CC(C)C(=O)OCCOc1ccc(C(C)(C)C)cc1	97	.	96	92	88	88	110	102
O=C(N/N=C1\c2ccccc2-c2cccc(C(=O)O)c21)c1ccc(O)cc1	88	94	99	102	99	99	102	99
CC(C)CNC(=S)N/N=C/c1ccc(N(C)C)cc1	105	85	99	88	92	87	102	99
O=c1[nH]c(N2CCCCC2)nc2sc3c(c12)CCCC3	120	101	97	95	.	106	111	106
COc1cc(-c2nc(C(=O)Nc3cccc(F)c3F)nn2-c2ccc(F)c(F)c2)cc(OC)c1OC	85	63	85	79	92	88	90	62
Cc1ccc(C)c(NC(=O)c2ccc(Cl)cc2Cl)c1	83	83	96	95	103	87	108	100
COc1ccc(/C=N/N=C(/c2ccccc2)c2ccc3nc(-c4ccc(Cl)cc4)[nH]c3c2)cc1	91	92	78	89	101	85	88	81
CC(C)CSc1nc(NNC(N)=O)c(C#N)c(-c2ccccc2)n1	97	99	98	107	103	107	103	101
CN(CC(=O)O)c1ncc(-c2ccc(Cl)cc2)cn1	97	97	95	105	97	101	107	102
O=P(O)(c1ccc(Br)cc1)c1ccc(Br)cc1	99	106	97	109	93	105	111	98
O=C(Nc1cccc(Cl)c1)C1CCCC1=Nc1cccc(Cl)c1 (configuration not stated)	89	90	96	102	99	96	108	93
COc1ccccc1-c1cnc2[nH]c(-c3ccccc3)c(C#N)c(=O)n12	80	61	80	78	87	91	86	74
COC(=O)c1ccc(C(=O)Nc2ccccc2N)cc1	.	61	98	63	76	78	95	.
CCN(CC)Cc1cc(Nc2ccnc3cc(Cl)ccc23)cc(-c2ccc(Cl)cc2)c1O	10.0*	61	0.2*	80	11	35	46	-50*
CCOC(=O)C1=C(C)NC(C)=C(C(=O)OCC)C1c1cc(Br)c(O)c(OC)c1	33	49	37	-7.2*	59	-34*	47	20
C=C(C)[C@@H]1CC[C@@]2(C(=O)O)CC[C@]3(C)C(CCC4[C@@]5(C)CCC(OS(=O)(=O)c6ccccc6)C(C)(C)C5CC[C@]43C)C12 (some centres not stated)	.	47	54	70	32	59	86	36
O/N=C1\c2ccccc2-c2cc(Br)ccc21	89	100	96	.	105	66	112	99
CC(C)N(C(=S)SSC(=S)N(C(C)C)C(C)C)C(C)C	101	105	97	109	93	100	100	109
CC(C)CC(O)C(C)C (configuration not stated)	90	112	98	93	102	105	110	105
O=C(Nc1ccc(NC(=O)C(Cl)(Cl)Cl)cc1)C(Cl)(Cl)Cl	104	98	98	100	114	89	97	96
O=C(CCl)OCCOc1ccccc1	85	.	101	115	103	100	99	94
O=C(Cn1nnc2ccccc21)N/N=C/c1cccc(F)c1	104	100	100	110	97	106	103	102
COc1ccc(Nc2ncc3c(N)nccc3n2)cc1	74	105	99	81	112	85	109	101
Nc1c(C(=O)Nc2ccccc2-c2cn(CCCO)nn2)sc2nc3c(cc12)CCCCC3	91	86	57	88	93	65	59	44
CCCSc1oc(-c2ccccc2)nc1S(=O)(=O)c1ccc(C)cc1	92	75	97	107	85	103	118	90
O=C(c1ccccc1)c1ccccc1-c1nnc2n1N=C(c1ccccc1)CS2	104	83	94	.	108	94	97	90
COc1ccc(-c2nc(SCC(C)C)nc(N/N=C(/C)c3ccc(C)cc3)c2C#N)cc1	93	86	85	105	98	95	105	95
N=c1nnc(=N)c1=NNc1cccc2c(O)c3ccccc3c(O)c12	111	92	81	101	104	94	107	93
CC(C)CSc1nc(NCCc2c[nH]c3ccccc23)c(C#N)c(-c2ccccc2)n1	92	77	33	76	97	72	87	27
CCCCCCCCCCCCCCn1cc(C2=C(c3coc4ccc(OC)cc34)C(=O)N(O)C2=O)c2ccccc21	112	83	98	104	89	103	108	98
CCOC(=O)/C=C(/C)c1ccccc1	111	92	100	99	105	117	105	109
O=C(C[N+](=O)[O-])c1ccc(Cl)cc1	114	101	96	119	.	114	106	104
O=C(CNC(=O)NCC1CCCCC1)NC1NC2CCCCC2N1 (configuration not stated)	97	87	95	97	98	97	.	99

Compound profiles (already shown). Values in the order: MALME-3M	UACC-62	LOX IMVI	SK-MEL-2	UACC-257	MDA-MB-435	SK-MEL-28	SK-MEL-5
O=C(Nc1ccc(NC(=O)C(Cl)(Cl)Cl)cc1)C(Cl)(Cl)Cl in the list: 104	98	98	100	114	89	97	96
CC(C)C(=O)OCCOc1ccc(C(C)(C)C)cc1 in the list: 97	.	96	92	88	88	110	102

The results go on.
compound	MALME-3M	UACC-62	LOX IMVI	SK-MEL-2	UACC-257	MDA-MB-435	SK-MEL-28	SK-MEL-5
CC(C)Oc1nc2c(c(=O)n(C)c(=O)n2C)n1C	107	96	99	107	88	105	105	104
O=S(=O)(O)c1ccc(-c2nc3ccccc3[nH]2)cc1	91	100	.	94	86	117	104	104
COc1cc2c(c(OC)c1OC)CCC(c1cccc(NC(=O)c3ccc(C#N)cc3)c1)O2 (configuration not stated)	89	61	84	83	71	91	97	57
O=C(/C=C/c1cccnc1Cl)c1c(O)ccc2ccccc12	87	60	80	95	95	87	101	83
CCN(CC)CCSCCCNc1c2ccc(Cl)cc2nc2ccc(OC)cc12	-69*	-73*	-80*	-77*	-77*	-95*	-67*	-99*
CC(C)(C)c1ccc(-c2nc(C#N)c(NC3CCS(=O)(=O)C3)o2)cc1 (configuration not stated)	105	93	94	102	118	100	101	103
O=[N+]([O-])c1ccccc1N1CCCCC1	107	99	95	121	112	111	108	104
COc1ccc(Oc2nc(Cl)ncc2NC(=O)Nc2cc(OC)cc(OC)c2)cc1	113	95	98	103	94	114	117	84
COc1cc2nc(C(=O)N3CCCCC3)cc(Nc3ccccc3)c2cc1OC	116	104	95	99	108	104	110	96
O=C(CSc1nc2sc3c(c2c(=O)n1-c1ccccc1)CCCCC3)N/N=C/c1ccc([N+](=O)[O-])cc1	102	88	94	99	101	105	113	98
CCCCCC[C@](C)(O)[C@H]1CC[C@H]2[C@@H]3C[C@H](O)[C@H]4C[C@@H](O)CC[C@]4(C)[C@H]3CC[C@@]21C	123	106	89	123	110	102	115	103
CCOC(=O)c1c(C)c2c(n1Cc1ccccc1)CSCC2=O	-16*[100 µM]	-35*[100 µM]	-24*[100 µM]	-14*[100 µM]	22[100 µM]	-9.1*[100 µM]	28[100 µM]	-87*[100 µM]
O=C(/C=C/c1ccco1)N1CCOCC1	.	106	.	90	110	109	107	95
O=C(/C=C/c1cccc(F)c1)c1ccc(N2CCNCC2)cc1	94	79	71	96	76	94	109	77
NC(=O)CSc1ccccc1	101	95	98	108	75	110	107	98
Cc1ccc(N2C=[N+](C)c3ccc(C)cc3C2)cc1	80	98	109	108	102	94	108	72
OCCN1CCC(CCCC2CCNCC2)CC1	98	99	107	130	90	104	101	97
COc1ccc(Oc2nc(Cl)ncc2NC(=S)NC(=O)c2ccccc2)cc1	85	70	94	73	66	96	99	74
CCCn1c(-c2cccc(OCCCCl)c2)nc2c1c(=O)n(C)c(=O)n2C	76	63	85	.	83	93	143	42
O=C(OCc1ccc(Cl)c(Cl)c1)OCc1ccc(Cl)c(Cl)c1	108	100	97	118	104	106	106	105
COc1cc(/C=C2\CC/C(=C\c3cc(CN4CCOCC4)c(O)c(OC)c3)C2=O)cc(CN2CCOCC2)c1O	90	98	87	.	111	105	111	81
CCOC(=O)c1cnc2nc[nH]n2c1=O	.	103	96	103	108	105	103	100
Cc1cc(N=Nc2ccc(N=Nc3ccc(N=Nc4ccc(O)c(C(=O)O)c4)cc3)c(S(=O)(=O)O)c2C)c(N)cc1N	99	86	91	100	89	105	98	103
c1ccc(Oc2cccc3ccccc23)cc1	92	100	100	93	86	103	103	98
CC1(C)C(N(O)C(=O)Nc2ccc(Cl)cc2)N(c2ccc(Cl)cc2)C(=O)N1CC(=O)N/N=C/C=C/c1ccc([N+](=O)[O-])o1 (configuration not stated)	-43*	-40*	0.6*	.	-34*	-15*	-55*	-96*
CC(C)CCC[C@@H](C)[C@H]1CC[C@H]2[C@@H]3CC=C4N(c5ccccc5)C(=O)CC[C@]4(C)[C@H]3CC[C@]12C	98	99	98	101	105	100	106	99
COc1cc(-c2c3c(cn2S(=O)(=O)c2ccccc2)-c2nc(Nc4ccccc4)sc2CC3)cc(OC)c1OC	67	84	74	98	92	71	98	83
COc1cc2c(c(OC)c1OC)CCC(c1cccc(C(=O)Nc3ccccc3)c1)O2 (configuration not stated)	88	59	73	80	94	93	84	81
N#C/C(=C\c1cccc([N+](=O)[O-])c1)C(=O)c1ccccc1	115	98	99	110	98	115	114	101
CC(=O)Nc1cccc(OCc2cccc([N+](=O)[O-])c2)c1	109	95	93	113	98	86	111	103
Nc1ccc(N=Nc2ccc(/C=C/c3ccc(N=Nc4ccc(N)c5ccccc45)cc3S(=O)(=O)O)c(S(=O)(=O)O)c2)c2ccccc12	94	92	86	96	104	111	118	95
CCOC(=O)C(NC(C)=O)(C(=O)OCC)C1c2ccccc2-c2ccc(N)cc21 (configuration not stated)	90	102	92	90	107	106	114	102
CCCCC[C@@H]1Cc2cc(O)c(C(=O)O)c3c2[C@H](C[C@]2(OC[C@@H](CC(=O)[C@](C)(CC)C(=O)OC)[C@@H]2C)O3)O1	124	97	100	105	103	115	123	118
O=S(=O)(Cc1ccc(Cl)cc1Cl)c1ccc(Cl)cc1	58	45	16	31	77	-33*	66	40
CC1=C(C)C[C@]2(C(=O)O[C@H](C)[C@H]2C)[S@](=O)C1	109	102	105	95	96	112	113	102
COc1cc(F)c(/C=C/c2cc(/C=C/c3cc(OC)c(OC)cc3F)n(-c3ccccc3)n2)cc1OC	112	89	90	88	101	94	92	96
Cn1cc(C#N)c(=O)[nH]c1=O	104	106	97	103	98	100	106	98
Cc1cc(C(=O)O)c(C)cc1C(=O)O	90	.	103	104	104	113	108	100
O=C(CN1CCOCC1)Nc1nc(-c2cc3ccccc3oc2=O)cs1	102	92	96	114	106	104	104	99
CC1=CC(C)(C)NC(=S)N1c1ccc(C)cc1S(=O)(=O)O	102	98	95	104	105	109	166	99
CCCc1nc(-c2cc(OC)c(OC)c(OC)c2)no1	105	93	96	103	109	100	102	104
Fc1cc(-c2nnc(Nc3ccccc3Cl)o2)cc(F)c1F	90	77	.	107	100	104	107	96
O=C(CCc1nnc(COc2ccccc2)o1)c1nc2ncccc2[nH]1	110	80	84	102	104	99	103	86
CC(S(=O)(=O)c1ccccc1)S(=O)(=O)c1ccccc1	107	102	101	100	91	101	109	97
O=C1Nc2ccc(Br)cc2/C1=N/c1nc(-c2ccc(Br)cc2)cs1	97	81	95	103	86	97	108	98

Quoted from the listing.
Fc1cc(-c2nnc(Nc3ccccc3Cl)o2)cc(F)c1F | MALME-3M = 90
COc1cc(F)c(/C=C/c2cc(/C=C/c3cc(OC)c(OC)cc3F)n(-c3ccccc3)n2)cc1OC | MDA-MB-435 = 94

Later entries.
compound	MALME-3M	UACC-62	LOX IMVI	SK-MEL-2	UACC-257	MDA-MB-435	SK-MEL-28	SK-MEL-5
CC(O)C(=O)Nc1ccccc1 (configuration not stated)	121	109	104	120	116	111	106	110
c1ccc(Nc2n[nH]c(-c3cccnc3)n2)cc1	110	97	99	114	99	99	98	99
COc1ccccc1OC(C)=O	108	103	101	107	101	97	107	95
COc1cccc(-c2nc3sccn3c2-c2ccnc(NCCCNS(=O)(=O)c3ccc(Br)cc3)c2)c1	95	38	64	73	81	53	84	23
CCOC(=O)C(=O)CC(=O)N1C(=S)NC(=O)C1CC(C)C (configuration not stated)	101	96	98	111	102	100	100	96
